All columns: NCI-60 one-dose screen, growth in % after 48 h at 10 µM unless noted; 100 = growth as untreated, 0 = no growth, -100 = all killed.
SNB-19: SNB-19 CNS cancer cells | actives 2.5% (n = 81,000) | AID 1794751
SF-268: SF-268 CNS cancer cells; actives 3.1% (n = 82,000); AID 1794759
U251: U251 CNS tumor cells; actives 5.4% (n = 80,000)
HCC-2998: HCC-2998 colon cancer; AID 1794799; actives 4.7% (n = 79,000)
SF-295: SF-295 CNS cancer cells | actives 5.6% (n = 79,000) | AID 1794758
SNB-75: SNB-75 CNS cancer; actives 5% (n = 79,000); AID 1794750
PC-3: PC-3 prostate cancer cells; actives 3.9% (n = 80,000)
SF-539: SF-539 CNS cancer; actives 6.8% (n = 81,000)
DU-145: DU-145 prostate cancer; actives 4.2% (n = 81,000); AID 1794760
An asterisk follows results filed as active; · = no result given; & = joins results of further samples. The calls were made as follows: active = growth percent below 10; inactive = the rest.

No.	SMILES	DU-145	HCC-2998	SNB-19	SF-295	SNB-75	SF-268	U251	SF-539	PC-3
1	O=C(CCCCC(=O)Sc1ccccc1)Sc1ccccc1	108&114	122&109	105&103	100&102	94	88&98	92&101	96&114	79&71
2	Nc1cc2nc3ccccc3oc-2cc1=O	-97*	79	81	-11*	-86*	38	36	-20*	28
3	Cc1ccccc1NC(=O)c1ccc(C(=O)Nc2ccccc2C)cc1	119	78	98	91	92	113	107	108	94
4	O=C(O)CCCCCNC(=S)NCCCCCC(=O)O	117	99	106	·	85	109	106	91	102
5	COc1ccc(C2C(C(=O)Nc3cccc(OC)c3)c3ccccc3C(=O)N2C2CCCCC2)cc1 (configuration not stated)	105	75	85	·	80	80	68	92	51
6	C=C1C(=O)O[C@H]2[C@H]1CC/C(COC(=O)C(=O)c1c[nH]c3ccc(OC)cc13)=C\CC[C@@]1(C)O[C@@H]21	-90*	-82*	-18*	33	-88*	-53*	-98*	-97*	-70*
7	CCC(=C(c1ccc(OCCN(CC)CC)cc1)c1ccc(OCCN(CC)CC)cc1)c1ccc(Cl)cc1	-20*	-91*	-56*	-69*	-74*	-4.0*	-88*	-90*	-51*
8	CN(C)CCn1c2ccccc2c2nc3ccc([N+](=O)[O-])cc3nc21	7.7*	2.8*	4.1*	1.0*	48	25	-8.9*	-2.3*	20
9	C[C@H]1C[C@@H]2[C@H]([C@@H](O)C[C@@]3(C)[C@H]2CC[C@]3(O)C(=O)CF)[C@@]2(C)C=CC(=O)C=C12	87	103	99	109	119	86	96	81	77
10	O=C1NC(=O)c2cc(-c3ccccc3)sc2C1=O	99	115	96	94	88	102	100	101	88
11	COc1ccc(NC(=O)Cn2c(/C=C/c3ccc([N+](=O)[O-])cc3)nc3ccccc3c2=O)cc1	89	67	32	56	-33*	65	32	30	90
12	CN1C(=O)N(C)C2SC(N/N=C/c3cccs3)=NC21 (configuration not stated)	49	54	30	8.0*	-1.8*	36	23	4.3*	48
13	Cn1c(O)c(N=Nc2nc(-c3cc4cc(Br)ccc4oc3=O)cs2)c2ccccc21	103	107	97	95	96	94	99	86	102
14	COc1cc2nc(Cl)nc(NCCO)c2cc1OC	112	102	104	103	86	110	96	96	93
15	Cc1nn2c(CCC(=O)c3nc4ccccc4[nH]3)nnc2s1	·	119	110	109	93	105	108	102	102
16	O=C(NCc1ccccc1)C1CN(c2ccc(Cl)cc2)N(c2ccc(Cl)cc2)C1=O (configuration not stated)	98	99	85	76	83	82	84	93	68
17	C/C(=N\N1C(=O)c2ccccc2NC1c1ccccc1[N+](=O)[O-])c1c(O)cc(C)oc1=O (configuration not stated)	101	97	100	102	103	95	93	102	97
18	COc1cc(-c2nc(SCCC(C)C)nc(N3CCCCC3)c2C#N)cc(OC)c1OC	100	106	99	98	103	102	97	102	89
19	O=Cc1ccccc1OCC(=O)O	107	101	93	81	76	114	101	97	82
20	CS(=O)(=O)c1ccc(C(=O)N2N=C(c3ccc(F)cc3)CC2c2ccc(F)cc2)cc1 (configuration not stated)	100	99	100	91	82	100	·	99	85
21	Cc1cccn2c(C(=O)/C=C/c3ccc(N(C)C)cc3)cc(C(=O)/C=C/c3ccc(N(C)C)cc3)c12	107	99	102	99	89	98	111	90	95
22	O=C1OC2CC3CC1C2C3 (configuration not stated)	121&115	104&102	100&108	96&95	83&93	118&114	99	102&95	111&95
23	COc1ccc(CNNC(=O)c2ccncc2)c(OC)c1OC	108	107	102	105	99	105	97	99	100
24	O=C(NN1C(=O)/C(=C/C=C/c2ccc([N+](=O)[O-])o2)SC1=S)c1ccc([N+](=O)[O-])cc1	-100*	-95*	-100*	-98*	-91*	-82*	-89*	-100*	-72*
25	CN(C)C(=O)SC1=C(c2c(Cl)cccc2Cl)C(=O)c2ccccc21	-8.3*	114	97	103	49	13	90	91	77
26	CCCCNc1nnc(-c2ccc(-n3nc(-c4ccc(OC)cc4)cc3-c3ccc(OC)cc3)cc2)o1	98	94	81	91	78	82	78	93	56
27	C=C1CC[C@H]2[C@@](C)(CCC3OC(c4ccc(OCc5cn(CC(O)C6OC7OC(C)(C)OC7[C@@H]6OCc6ccccc6)nn5)cc4)OC[C@]32C)[C@@H]1/C=C/C1=CCOC1=O (some centres not stated)	107	117	100	94	86	93	85	79	78
28	COc1cc(CNC(=O)C[C@H](C)CCC=C(C)C)ccc1OCc1cn(-c2ccc(Br)cc2)nn1	93	96	58	63	47	72	63	51	81
29	O=C1CCCN1c1ccc([N+](=O)[O-])cc1	89	·	90	63	94	87	88	110	60
30	COc1cc(/C=N/NC(=O)c2ccc(NC(=O)c3ccccn3)cc2)cc(OC)c1OC	97	74	116	89	108	91	116	87	110
31	CSc1ccc(N=C=C(c2ccccc2)c2ccccc2)cc1	109	100	92	96	85	96	86	·	85
32	CCN1C(=O)/C(=C/C(=O)OC)S/C1=N\NS(=O)(=O)c1ccc(C)cc1	107	115	99	100	75	99	101	100	101
33	Cc1ccc(S(=O)(=O)c2nc(-c3ccccc3)oc2S(=O)(=O)CC(=O)N2CCCC2)cc1	-98*	-91*	68	70	15	-0.6*	-78*	-100*	4.7*
34	CC(C)C[C@H](NC(=O)/C=C/Cn1ccc2ccccc2c1=O)B(O)O	41	63	56	27	50	25	56	15	79
35	CC(=O)c1ccc(NC(=O)CSc2nc3ccccc3c(=O)n2-c2ccccc2)cc1	106	97	95	86	76	94	97	98	105
36	CC(C)c1ccc(/C=C/C=O)cc1	109	112	98	97	83	103	100	98	87
37	O=[N+]([O-])c1cc2c(cc1O)OCO2	106	115	114	122	121	93	94	122	119
38	CCC1C(C(=O)c2cc(Cl)ccc2O)=CNc2cc(C)nn21 (configuration not stated)	105	94	97	101	92	98	99	104	84
39	COc1ccc2c(c1)c(-c1nc(-c3c[nH]c4ncccc34)cs1)cn2CCCN1CCOCC1	41	66	54	-34*	21	44	16	34	18
40	COc1ccc(-c2nn(-c3cccc(Cl)c3)cc2-c2cc(-c3ccc(Br)cc3)nc(=S)[nH]2)cc1	112	97	95	100	99	106	96	108	89
41	CSc1ccc(OCc2nc3ccccc3n2-c2cccc(NC(C)=O)c2)cc1	99&96	113&113	101&94	100&83	105&80	95&83	109&87	108&79	108&66
42	Cc1nc2ccccc2n1C(=O)CN=C1NC(=O)CS1	111	104	98	103	69	106	·	100	105
43	OC(C[n+]1ccccc1)c1cccs1 (configuration not stated)	108	101	95	100	100	102	97	93	65
44	CC(=O)c1c(C)n(CCO)c2c1c(C)nc1ccccc12	102	110	100	94	93	92	110	100	96
45	Fc1ccc(-c2nc3cc4nc5ccccc5[nH]c4cc3n2)cc1	97	102	90	105	120	96	87	109	91

Six compounds out of the list, ordered by number of heavy atoms, low to high.
No.	SMILES	DU-145	HCC-2998	SNB-19	SF-295	SNB-75	SF-268	U251	SF-539	PC-3
31	CSc1ccc(N=C=C(c2ccccc2)c2ccccc2)cc1	109	100	92	96	85	96	86	·	85
45	Fc1ccc(-c2nc3cc4nc5ccccc5[nH]c4cc3n2)cc1	97	102	90	105	120	96	87	109	91
32	CCN1C(=O)/C(=C/C(=O)OC)S/C1=N\NS(=O)(=O)c1ccc(C)cc1	107	115	99	100	75	99	101	100	101
35	CC(=O)c1ccc(NC(=O)CSc2nc3ccccc3c(=O)n2-c2ccccc2)cc1	106	97	95	86	76	94	97	98	105
33	Cc1ccc(S(=O)(=O)c2nc(-c3ccccc3)oc2S(=O)(=O)CC(=O)N2CCCC2)cc1	-98*	-91*	68	70	15	-0.6*	-78*	-100*	4.7*
40	COc1ccc(-c2nn(-c3cccc(Cl)c3)cc2-c2cc(-c3ccc(Br)cc3)nc(=S)[nH]2)cc1	112	97	95	100	99	106	96	108	89

Next structures follow.
No.	SMILES	DU-145	HCC-2998	SNB-19	SF-295	SNB-75	SF-268	U251	SF-539	PC-3
46	S=c1[nH]nc(-c2cc(-c3ccncc3)n(-c3ccccc3)n2)o1	118	109	111	172	118	115	107	119	97
47	CC1=NN(c2nc(-c3c(O)cc(C)oc3=O)cs2)C(=O)/C1=C\c1ccc(N(C)C)cc1	105	94	83	99	97	85	77	105	87
48	Nc1ccc(S(=O)(=O)NCC2CCCCO2)cc1 (configuration not stated)	110	102	98	93	83	105	96	104	102
49	COc1cccc(/C=C2\COc3ccc(O)cc3C2=O)c1	89	115	66	103	82	91	45	88	77
50	C[C@@H]1CC[C@@H]2[C@@H]1[C@H](OC(=O)c1ccc3ccccc3c1)[C@]1(C3CCCCC3)C[C@@H](OC(=O)CO)[C@@]2(C)O1	72	51	84	68	65	31	49	90	22
51	COc1cc2c3cc1Oc1c(OC)c(OC)cc4c1C(Cc1ccc(O)c(c1)Oc1ccc(cc1)CC3N(C)CC2)N(C)CC4 (configuration not stated)	33	-73*	27	·	33	36	-96*	-24*	1.3*
52	O=C1OC(=O)C2C3C=CC(CC3)C12 (configuration not stated)	96	107	98	98	97	95	101	100	100
53	Cc1ccc(F)c(Br)c1	109	99	125	99	100	109	110	95	108
54	Cc1c2c(cn1C)CCc1cnc(=O)[nH]c1-2	104	103	106	101	115	112	110	115	·
55	COc1ccc2c(c1)/C(=C\c1c(-c3ccc(C)cc3)nc3ccccn13)C(=O)N2	92	95	91	70	82	96	89	71	69
56	COc1ccc(/C=C2\CN(C(=O)CCN3CCC(=NO)CC3)C/C(=C\c3ccc(OC)cc3)C2=O)cc1	23	-89*	8.4*	8.4*	·	13	-46*	-26*	12
57	COc1ccc(Nc2nc(-c3cccc4ccccc34)nc3sc4c(c23)CCCCCC4)cc1	113	109	109	98	87	107	98	99	104
58	CC1=C(C(=O)OCc2ccccc2)C(c2cccc(C#N)c2)C(C(=O)OCc2ccccc2)=C(C)N1	73	95	68	44	76	61	51	65	23
59	COc1ccc(/C(N)=N/C(N)=N/c2nc(-c3ccccc3)cs2)cc1	101	95	85	91	105	101	91	96	71
60	C(=C\c1ccccn1)/c1cccnc1	106	66	99	121	112	124	108	109	96
61	NCCNc1ccc([N+](=O)[O-])cc1	126	115	101	128	96	110	102	107	105
62	Nc1cc(Br)c(O)c(Br)c1	106	116	96	106	60	112	90	97	40
63	C=CCN1C(=O)/C(=C\c2ccc3c(c2)CCC3)SC1=S	106	106	94	95	100	102	100	95	107
64	Nc1[nH][nH]c(=O)c1N=Nc1ccccc1	111&109	104&98	112&99	114&111	111&79	114&103	105&109	106&102	101&99
65	O=C(O)C1CCC(C(=O)O)SS1 (configuration not stated)	122	105	99	103	97	113	111	102	89
66	N#Cc1c(N=Cc2ccccc2)n[nH]c1Nc1ccccc1	111	118	102	103	98	85	112	106	101
67	O=C(c1ccc2nc(NS(=O)(=O)c3ccc4ccccc4c3)sc2c1)N1CCN(/C=C/c2ccccc2)CC1	113	119	97	99	88	96	100	104	99
68	O=Cc1nc2ccccc2c(/C=C/c2ccc(Br)cc2)c1C(=O)c1ccccc1	103	108	94	100	78	99	103	97	92
69	CCCCOC(=O)CCCCC(=O)OC(C)C(=O)OCCCC (configuration not stated)	106	108	103	102	120	102	94	102	108
70	CN1c2ccccc2[C@]2(C)Cc3ccccc3N[C@H]12	109	100	100	108	82	105	102	110	97

Single records (already shown). Values in the order: DU-145 | HCC-2998 | SNB-19 | SF-295 | SNB-75 | SF-268 | U251 | SF-539 | PC-3
Profile of `CN1c2ccccc2[C@]2(C)Cc3ccccc3N[C@H]12` : 109 | 100 | 100 | 108 | 82 | 105 | 102 | 110 | 97
Profile of `O=C(O)C1CCC(C(=O)O)SS1` (configuration not stated) : 122 | 105 | 99 | 103 | 97 | 113 | 111 | 102 | 89

Of the compounds above, these have a Cl atom.
No.	SMILES	DU-145	HCC-2998	SNB-19	SF-295	SNB-75	SF-268	U251	SF-539	PC-3
7	CCC(=C(c1ccc(OCCN(CC)CC)cc1)c1ccc(OCCN(CC)CC)cc1)c1ccc(Cl)cc1	-20*	-91*	-56*	-69*	-74*	-4.0*	-88*	-90*	-51*
14	COc1cc2nc(Cl)nc(NCCO)c2cc1OC	112	102	104	103	86	110	96	96	93
16	O=C(NCc1ccccc1)C1CN(c2ccc(Cl)cc2)N(c2ccc(Cl)cc2)C1=O (configuration not stated)	98	99	85	76	83	82	84	93	68
25	CN(C)C(=O)SC1=C(c2c(Cl)cccc2Cl)C(=O)c2ccccc21	-8.3*	114	97	103	49	13	90	91	77
38	CCC1C(C(=O)c2cc(Cl)ccc2O)=CNc2cc(C)nn21 (configuration not stated)	105	94	97	101	92	98	99	104	84
40	COc1ccc(-c2nn(-c3cccc(Cl)c3)cc2-c2cc(-c3ccc(Br)cc3)nc(=S)[nH]2)cc1	112	97	95	100	99	106	96	108	89
